# Screens from PubChem.
# RGS8-Gao reg – regulators of human RGS8-Galphao interaction; AID 1423; 220,000 compounds, 0.34% hits; multiplexed bead flow cytometry, RGS8-Galphao binding; actives lie on both sides; response (percent of control binding), % at 10 µM; in the data active = response below about 60% or above about 140%; inactive = in between;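 also: Galphao activated as the GDP aluminium fluoride complex binding bead-coupled RGS8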
# Target sequence (P09471 whole entry, looked up): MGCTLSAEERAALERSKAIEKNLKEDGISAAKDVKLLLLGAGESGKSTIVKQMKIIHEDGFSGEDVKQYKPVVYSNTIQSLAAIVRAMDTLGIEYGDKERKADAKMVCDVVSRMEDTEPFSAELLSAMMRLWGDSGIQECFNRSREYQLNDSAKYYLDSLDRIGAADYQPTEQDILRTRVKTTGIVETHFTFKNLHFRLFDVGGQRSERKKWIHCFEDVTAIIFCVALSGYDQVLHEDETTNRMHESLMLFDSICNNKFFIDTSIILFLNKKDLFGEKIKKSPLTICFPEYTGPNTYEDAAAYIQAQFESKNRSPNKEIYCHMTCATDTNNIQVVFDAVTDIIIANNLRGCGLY
# ABCB1 block – human ABCB1 inhibition, ABCG2 as counter-screen; P08183; CCRF-Adr cells, JC-1 efflux, flow cytometry; inhibition, % at 6.6 µM; 190,000 compounds, 0.067% hits; AID 1326; in the data active = inhibition above about 40%;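 also: 0% = vehicle and 100% = reference inhibitor; higher value means more JC-1 retained so stronger ABCB1 efflux block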
# ABCG2 inh – inhibitors of human ABCG2 transporter, ABCB1 counter-screen; IgMXP3 cells, JC-1 efflux, flow cytometry; inhibition, % at 6.6 µM; 190,000 compounds, 0.1% hits; Q9UNQ0; AID 1325;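 active = inhibition above 80%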;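 also: 0% = DMSO and 100% = nicardipine control wells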
#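 material = IgMXP3 (ABCG2) plus far-red-tagged CCRF-Adr (ABCB1) cells | amount = 3 million cells/mL, equal mix of both lines | also added = JC-1 transporter substrate | dosing = one concentration, 6.6 µM final | schedule = 10 min at 25 °C | measured by = flow cytometric JC-1 green MFI at 530 nm | read-out basis = percent efflux inhibition, scaled nicardipine 100% to DMSO 0%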
# GSH bead fluor – GSH bead compound fluorescence profile. 190,000 compounds, 0.25% hits. fluorescence (KMESF) at 10 µM. GSH beads flow cytometry, compound fluorescence 488/530 nm; stronger effect = higher value; in the data active = fluorescence above about 89;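 also: glutathione beads carrying GST-tagged Bcl family fusion proteins plus one bare bead set; values are compound well signal with DMSO vehicle wells as background; inactives centre near 16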
# Bim-Bcl-XL – inhibitors of Bim-Bcl-XL interaction, human; Bim peptide-Bcl-XL binding, bead flow cytometry, fluorescence; 190,000 compounds, 0.04% hits; inhibition, % at 10 µM; Q07817
# Target sequence (Q07817 whole entry, looked up): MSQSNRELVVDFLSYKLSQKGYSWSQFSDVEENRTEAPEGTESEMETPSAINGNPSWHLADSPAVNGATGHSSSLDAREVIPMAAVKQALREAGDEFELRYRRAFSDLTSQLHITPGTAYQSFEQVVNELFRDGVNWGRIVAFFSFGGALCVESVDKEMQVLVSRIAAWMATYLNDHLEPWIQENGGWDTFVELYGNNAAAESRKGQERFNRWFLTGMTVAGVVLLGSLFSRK
# Bim-Bcl-2 – inhibitors of Bim-Bcl-2 interaction, human | P10415 | Bead-based flow cytometry, Bim peptide-Bcl-2 binding | inhibition, % at 10 µM | 190,000 compounds, 0.06% hits; in the data active = inhibition above about 40%; inconclusive = no clear call, values can overlap the other calls;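 also: 0% = no compound wells with probe peptide and 100% = reference peptide inhibitor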
# Target sequence (P10415 whole entry, looked up): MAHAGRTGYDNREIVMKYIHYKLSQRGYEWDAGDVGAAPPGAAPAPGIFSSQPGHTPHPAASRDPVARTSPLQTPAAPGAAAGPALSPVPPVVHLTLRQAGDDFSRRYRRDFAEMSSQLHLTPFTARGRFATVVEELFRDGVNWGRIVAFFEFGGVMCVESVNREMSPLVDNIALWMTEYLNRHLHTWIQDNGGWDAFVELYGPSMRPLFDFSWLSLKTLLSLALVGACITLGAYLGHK
# Bfl-1 Bim block – human Bim-Bfl-1 interaction inhibition; inhibition, % at 10 µM; 190,000 compounds, 0.12% hits; Bead-based flow cytometry, Bim-Bfl-1 binding inhibition; Q16548;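 also: 0% = wells without compound plus tracer and 100% = blocker peptide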
# Bim-Bcl-B – human Bim-Bcl-B interaction inhibition; Q9HD36; inhibition, % at 10 µM; 190,000 compounds, 0.073% hits; bead-based flow cytometry, Bim peptide-Bcl-B binding;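 also: 0% = tracer peptide without compound and 100% = reference inhibitor peptide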
# Target sequence (Q9HD36 whole entry, looked up): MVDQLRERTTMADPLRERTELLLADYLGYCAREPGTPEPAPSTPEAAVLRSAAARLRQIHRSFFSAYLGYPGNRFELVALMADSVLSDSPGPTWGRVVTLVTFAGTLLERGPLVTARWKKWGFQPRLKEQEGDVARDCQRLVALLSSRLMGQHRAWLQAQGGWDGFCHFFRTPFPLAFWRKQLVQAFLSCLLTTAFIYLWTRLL
# RGS7-Gao reg – regulators of human RGS7-Galphao interaction; Multiplexed bead flow cytometry, RGS7-Galphao binding; actives lie on both sides; AID 1439; P09471; 220,000 compounds, 0.35% hits; binding response (% of control), % at 10 µM; in the data active = binding response below about 49% or above about 150%; inconclusive = no clear call, values can overlap the other calls; inactive = in between;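 also: fluorescent Galphao held in activated GDP-AlF4 state binding bead-coupled RGS7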
# RGS4-Gao reg – modulates binding of RGS4 to human Galphao. P09471. 220,000 compounds, 0.33% hits. binding response (% of control), % at 10 µM. AID 1415. Multiplexed bead flow cytometry; actives lie on both sides; in the data active = binding response below about 49% or above about 150%; inactive = in between;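 also: fluorescent Galphao activated with aluminum fluoride binding bead-coupled RGS4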
# Bcl-W Bim block – human Bim-Bcl-W interaction inhibition. AID 952. inhibition, % at 10 µM. 190,000 compounds, 0.02% hits. bead-based flow cytometry, Bim peptide-Bcl-W binding;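 also: 0% = bound tracer without compound and 100% = peptide blocker; higher means less fluorescent Bim peptide bound to Bcl-W beads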
# * = called active by the depositor; ? = inconclusive; / = not tested or not shown; [ ] = dose if it differs, or a comment. Rule as the data show it, unless noted: active = inhibition above about 40%.
SMILES	GSH bead fluor	Bim-Bcl-2	Bim-Bcl-XL	RGS7-Gao reg	Bfl-1 Bim block	RGS4-Gao reg	RGS8-Gao reg	Bcl-W Bim block	ABCG2 inh	ABCB1 block	Bim-Bcl-B
CCOC(=O)C1NN=C(C(=O)c2ccccc2)C1c1ccccc1 (stereo not drawn)	16	0	-6	105	0	103	105	-5	10	1.6	-5
Cc1c(NC(=O)CSc2nnc(-c3ccco3)n2-c2ccccc2)c(=O)n(-c2ccccc2)n1C	16	-8	-4	99	-1	102	106	1	1	0.1	-2
O=C(CSc1nc(-c2ccccc2Cl)ns1)NCc1ccc2c(c1)OCO2	10	3	3	108	3	98	123	3	4	0.3	2
CCOC(=O)C(C)Oc1ccc2c(C)cc(=O)oc2c1C(C)=O (stereo not drawn)	12	-2	0	100	0	103	99	0	2	0.1	0
C=C(C)c1cccc(C(C)(C)NC(=O)N2CCN(c3ccccc3OC)CC2)c1	16	-5	-7	100	0	100	103	-2	0	0.4	-1
CC(C)Cn1c(N)c(C(=O)COC(=O)c2cccc(F)c2)c(=O)n(C)c1=O	11	-3	-5	102	-7	99	99	-3	0	0.3	-4
Cc1ccc2cccc(Oc3ncnc4scc(-c5ccccc5)c34)c2n1	11	-3	-1	100	0	102	102	0	1	0.9	-5
CC(=O)Oc1cc(C(C)C)c(OCCN(C)C)cc1C	17	-5	-6	/	-4	/	/	-8	-2	-0.1	-1
CCC(=O)N1CCc2cc(S(=O)(=O)CCC(=O)NCc3ccc4c(c3)OCO4)ccc21	59	-5	9	96	-7	96	97	4	1	0.3	-6
O=C(N/N=C/c1ccc[nH]1)c1ccccc1OCc1ccccc1Cl	14	0	1	89	-2	94	96	0	1	0.0	2
Cc1ccc(SCc2nn(C)c(Cl)c2C=O)cc1	10	-3	-1	102	-3	101	101	-1	5	1.2	-1
N#Cc1ccc(-c2ccc(F)cc2)nc1Oc1ccc(Cl)c(Cl)c1	26	-1	0	100	0	100	100	0	11	1.3	0
COc1ccccc1N1C(=N)S/C(=C\c2ccc(-c3ccccc3C(=O)O)o2)C1=O	4	10	5	98	8	100	100	6	-4	-1.2	5
Cc1cccc(NC(=O)CSc2cc(C(=O)c3nccn3C)c3ccccc3n2)c1	7	3	-3	109	2	113	118	0	1	0.2	-4
COc1cccc(Cn2nnc(C(=O)NCc3ccccc3Cl)c2N)c1	13	-3	0	104	-1	103	102	2	0	0.0	-2
O=C(Nc1ccc2c(c1)OCO2)N1CCN(Cc2ccco2)CC1	15	-4	0	99	-6	103	103	-3	3	1.2	-5
N#CCCCN1C(=O)C(O)(CC(=O)c2ccc3c(c2)OCCO3)c2ccccc21 (stereo not drawn)	39	-5	-6	97	-6	99	100	4	0	-0.5	-5
CCCCCCC(=O)N/N=C/c1ccc(Br)cc1	9	-6	-6	97	-12	101	100	-6	2	-0.2	-8
O=C(Nc1cccc2ncccc12)c1ccc(Br)c([N+](=O)[O-])c1	10	1	0	121	4	120	150*[activator]	0	26	1.0	2
CC(C)Cn1c(=O)c2c(c3ccccc31)OC(C)C(=O)N2 (stereo not drawn)	24	-2	0	102	-8	101	101	1	4	0.3	-8
O=C(CN1CCC(O)(c2ccc3c(c2)OCO3)CC1)NC1CCCCC1	14	0	0	99	-3	101	100	-3	0	-0.1	-1
COCCCNC(=O)CN(c1cc(OC)ccc1OC)S(=O)(=O)c1ccccc1	39	-7	-4	102	-10	100	105	0	2	1.4	-10
O=C(CSc1nnnn1-c1ccc2c(c1)OCCO2)N1CCN(C(=O)c2ccco2)CC1	13	-3	-2	97	-6	99	97	-2	2	0.5	-7
COc1ccc(CCNC(=O)CN(c2ccccc2)S(C)(=O)=O)cc1	19	0	0	104	1	100	109	0	2	0.6	1
Cc1ccc(S(=O)(=O)N2CCN(c3ncnc4c3cnn4-c3ccccc3)CC2)cc1	14	1	-2	101	-1	104	92	-1	3	1.0	0
COc1ccccc1Oc1nc(C)c(C(C)=O)cc1C#N	10	0	0	97	6	97	97	0	2	0.3	2
O=C(c1ccco1)N1CCN(C(=O)c2cccc3c2C(=O)N(C2CCCCC2)C3)CC1	21	2	-6	95	0	96	98	0	-10	-2.9	-3
Cn1nnnc1SCC(=O)NNC(=O)c1ccc(Cl)cc1	24	-4	-4	99	-8	97	98	-5	0	0.3	-4
Cc1ccc(/C=N/NC(=O)c2cc(C3CC3)nc3ccccc23)o1	9	-2	-7	99	-8	98	101	-4	8	0.4	-10
CNc1sc(C(=O)c2ccc(F)cc2)c(N)c1-c1nc2ccccc2s1	20	-7	-3	95	-11	99	99	3	-9	-1.3	-6
COc1cccc(-c2cc3c(=O)n(-c4ccccc4)c(=S)[nH]c3s2)c1	34	-9	-10	105	-18	106	104	-3	18	-2.9	-15
CCn1c(=O)c([N+](=O)[O-])c(N2CCOCC2)c2ccccc21	15	-14	-5	100	-6	101	99	0	22	0.8	-9
COCCN=C1Sc2nc3c(C)cccc3cc2CN1Cc1ccco1	35	-5	-10	96	-3	101	100	-1	31	0.1	-12
CCC(c1nnnn1C(C)C)N1CCN(C2CCCC2)CC1 (stereo not drawn)	56	-3	6	103	-13	103	103	1	-1	-0.2	-8
Cc1ccc(C)c2[nH]c(=O)c(CCNS(=O)(=O)c3ccccc3)cc12	25	-5	-3	98	-11	99	99	0	2	0.6	-7
CCCS(=O)(=O)N1CCC(C(=O)NCCN2CCCC2)CC1	13	-9	-3	100	-10	98	101	0	2	0.1	-7
Cc1ccc(Cn2nc(C)c(NC(=O)CCCn3nc([N+](=O)[O-])c(Cl)c3C)c2C)cc1	20	1	3	97	0	99	99	0	16	6.6	3
CC(C(=O)O)N1C(=O)CSC1=S (stereo not drawn)	72	-1	-2	100	-7	103	103	-1	6	2.5	-3
CC(=O)NC1C(Oc2ccc(C=O)cc2)OC(COC(C)=O)C(OC(C)=O)C1OC(C)=O (stereo not drawn)	11	0	0	97	-2	99	103	0	1	0.4	0
COc1ccc(S(=O)(=O)N(C)C)cc1NC(=O)CSc1ncccn1	9	-1	-3	100	0	102	101	-6	15	1.9	-6
CC(CN1CCN(C)CC1)OC(=O)c1ccccc1 (stereo not drawn)	30	0	2	97	-1	98	101	0	0	0.2	-2
NC(=O)N1CC(O)CC1C(=O)Nc1ccc(Cl)c(Cl)c1 (stereo not drawn)	17	-1	-5	102	-5	102	99	-4	1	0.3	-5
CC(C)n1nnnc1SCC(=O)NCCc1ccccc1	19	-6	-1	104	-1	104	103	-5	0	0.1	-7
Cc1ccccc1-n1nnnc1SCc1cc(=O)n2ccsc2n1	25	-4	-4	?	-5	107	102	-2	1	1.7	-3
Cc1cc(NCCO)c2ccccc2n1	20	-6	-1	98	-2	105	96	-4	1	0.3	-1
O=C(CC(c1ccccc1)c1ccccc1)OCn1nnc2ccccc2c1=O	10	-3	0	102	-7	104	100	3	3	0.6	-4
c1ccc2c(N3CCCCC3)nc(N3CCCCC3)nc2c1	15	-2	-3	102	-1	103	102	-4	0	0.3	-4
CC(C)Sc1nc2ccccc2n1CC(N)=O	62	-5	-6	97	-12	101	103	3	2	0.5	-8

# Profiles, quoted from the list:
# CCC(=O)N1CCc2cc(S(=O)(=O)CCC(=O)NCc3ccc4c(c3)OCO4)ccc21 is listed with GSH bead fluor = 59; Bim-Bcl-2 = -5; Bim-Bcl-XL = 9; RGS7-Gao reg = 96; Bfl-1 Bim block = -7; RGS4-Gao reg = 96; RGS8-Gao reg = 97; Bcl-W Bim block = 4; ABCG2 inh = 1; ABCB1 block = 0.3; Bim-Bcl-B = -6
# O=C(Nc1ccc2c(c1)OCO2)N1CCN(Cc2ccco2)CC1 is listed with GSH bead fluor = 15; Bim-Bcl-2 = -4; Bim-Bcl-XL = 0; RGS7-Gao reg = 99; Bfl-1 Bim block = -6; RGS4-Gao reg = 103; RGS8-Gao reg = 103; Bcl-W Bim block = -3; ABCG2 inh = 3; ABCB1 block = 1.2; Bim-Bcl-B = -5

# (cont.)
SMILES	GSH bead fluor	Bim-Bcl-2	Bim-Bcl-XL	RGS7-Gao reg	Bfl-1 Bim block	RGS4-Gao reg	RGS8-Gao reg	Bcl-W Bim block	ABCG2 inh	ABCB1 block	Bim-Bcl-B
O=C(O)c1cccc(S(=O)(=O)N2CCCC2)c1	37	4	4	101	6	99	93	6	-3	-0.7	6
NC(N)=NS(=O)(=O)c1ccc(NC(=S)NC(=O)c2ccc3c(c2)OCO3)cc1	21	-7	-13	105	-6	107	102	-11	-2	-0.3	-12
O=C(CCc1nnc(Cc2ccc(-c3ccccc3)cc2)o1)N1CCCC1	9	-7	-3	97	-6	97	100	-2	3	0.9	-6
COc1ccc2nc(SCC(=O)N3CCCCCC3)c(C#N)cc2c1	33	-9	12	110	-8	106	103	3	19	0.6	-8
CCOc1ccccc1OCCOCCN1CC(C)OC(C)C1 (stereo not drawn)	10	-3	-4	104	-9	106	100	1	3	0.5	-4
Cc1ccc(O)c(-c2cc(-c3cccc(Br)c3)n[nH]2)c1	15	-5	-5	100	-6	100	104	-7	0	0.0	-10
CCOC(=O)C1CCN(C(=O)COc2ccc(S(=O)(=O)N3CCCC3)cc2C)CC1	18	-4	-1	99	-3	103	99	-1	8	0.7	0
COc1ccc(/C=N/N=C2/NC(=O)C(CC(=O)NC(N)=O)S2)cc1 (stereo not drawn)	19	0	2	102	-4	104	103	2	0	0.4	0
CCOC(=O)c1cc(CC)sc1NC(=O)COc1ccc2c(C)cc(=O)oc2c1	9	-1	-5	96	0	94	100	-6	3	0.5	-4
Cn1c(SCC(=O)NCCNC(=O)CSc2nnc(C(F)(F)F)n2C)nnc1C(F)(F)F	24	-3	-6	101	-14	99	100	-1	-3	1.2	-7
C=CCc1cccc(CNc2nc3ccccc3n2CC)c1O	25	-2	-2	103	-1	103	103	-3	8	0.5	-2
Cc1ccc(N(C(C)C(=O)Nc2ccc(S(=O)(=O)N3CCOCC3)cc2)S(C)(=O)=O)cc1C (stereo not drawn)	29	-11	-6	101	-14	101	102	1	7	1.5	-11
CCCNc1nc(Nc2ccc(C)cc2)nc(N2CCCC2)n1	22	-10	-11	101	-12	103	101	-3	16	0.0	-8
Cc1ccc(CN2C(=O)S/C(=C\c3ccccc3OCC(=O)O)C2=O)cc1	12	0	-1	102	-3	101	104	0	2	0.5	-1
COc1ccc(NC(=O)C2CCCN2C(=O)NC2CCCCC2)cc1OC (stereo not drawn)	9	1	-1	94	0	96	98	-1	9	0.5	0
CC(=O)c1cccc(S(=O)(=O)N2CCN(c3nc4cc(C)cc(C)c4cc3C#N)CC2)c1	16	0	1	95	1	96	100	-1	2	1.2	-3
O=C(CCCN1C(=O)c2cccc3cccc(c23)C1=O)N1CCc2ccccc2C1	25	0	-5	104	-1	103	104	-2	1	0.4	1
CCCC(=O)Nc1ccc(Sc2ccc([N+](=O)[O-])cc2)cc1	30	2	-2	98	0	96	100	-1	3	0.0	-1
CCCNNC(=O)C(O)(c1cccc(C)c1)c1cccc(C)c1	12	-7	-1	99	-16	101	103	-1	3	0.6	-6
Cc1ccc(S(=O)(=O)c2c(C)nn(C(C)(C)C)c2OC(=O)c2cccs2)cc1	20	1	-2	102	-2	101	101	1	0	-1.0	-2
CC(C)[C@H](NC(=O)Nc1ccc(S(N)(=O)=O)cc1)C(=O)O	25	-6	-2	102	-12	100	103	0	2	1.0	-3
